EP2 modulator: EP2 receptor (human) modulation. hit rate 0.83% among 260,000. induction, % at 25 µM. P43116. EP2-expressing cells, cAMP HTRF FRET, PGE2 co-stimulation. AID 940;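 active = compounds whose cAMP rise, as percent of the full-agonist control response, exceeds 60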;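 note: rat C6 glioma line stably carrying human EP2 under a CMV promoter; the protocol text gives 20 µM as final concentration; 100% = response of wells given 1 µM PGE2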
Target sequence (P43116 whole entry, looked up): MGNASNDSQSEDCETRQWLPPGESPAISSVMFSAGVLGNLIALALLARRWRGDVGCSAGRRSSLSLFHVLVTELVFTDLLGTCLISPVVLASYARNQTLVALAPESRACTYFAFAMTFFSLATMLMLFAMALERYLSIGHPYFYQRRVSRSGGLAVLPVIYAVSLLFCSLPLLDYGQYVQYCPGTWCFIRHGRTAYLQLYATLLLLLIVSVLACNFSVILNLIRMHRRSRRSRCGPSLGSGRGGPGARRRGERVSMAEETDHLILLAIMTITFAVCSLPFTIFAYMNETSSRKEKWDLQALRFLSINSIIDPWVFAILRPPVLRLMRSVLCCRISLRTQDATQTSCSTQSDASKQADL
TRPN1 ag: activates the zebrafish TRPN1 channel; HEK293 zebrafish TRPN1-YFP, Fluo-8 calcium fluorescence; 100% = response to 87 µM carbachol; activation, % at 3 µM; hit rate 0.18% among 220,000;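 active = activation above its plate's cutoff, the mean activation of test wells on that plate plus 3 SD, cut at about 19% in these data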;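 note: 0% = DMSO alone and 100% = 87 µM carbachol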
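Material – zebrafish TRPN1-YFP in HEK293 cells · Doses – 3 µM single point · Schedule – dye 1 h 37 °C plus 30 min RT · Signal – Fluo-8 calcium fluorescence, excitation 470-495 nm, emission 515-575 nm · Read-out – % activation versus carbachol response · Control set – carbachol high, DMSO low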
S1P4 agonist: agonists of human S1P4 receptor. O95977. S1P4-expressing cell line, agonist reporter assay. activation, % at 4.98 µM. hit rate 0.35% among 220,000. AID 1509; in the data active = activation above about 11%;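 note: 0% = DMSO vehicle and 100% = reference agonist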
CHOP inh: CHOP inhibition in unfolded protein response. hit rate 3.8% among 220,000. CHO-K1 CHOP-promoter luciferase, tunicamycin-induced, 15-18 h. inhibition, % at 10 µM;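 active = compounds that reduced the stress-induced luciferase reporter signal by more than about 70% of percent inhibition, limit read from the data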;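 note: 0% = tunicamycin plus vehicle and 100% = wells without tunicamycin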
TRPML3 ag: human mucolipin-3 channel agonism; Q8TDD5; HEK293 TRPML3-YFP, Fluo-8 calcium fluorescence; 100% = the carbachol control signal; activation, % at 3 µM; hit rate 0.29% among 220,000; AID 1448;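 active = activation above its plate's cutoff, the mean activation of the plate's test wells plus 3 SD, cut at about 12% in these data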;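 note: 0% = DMSO only wells and 100% = carbachol wells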
Target sequence (Q8TDD5 whole entry, looked up): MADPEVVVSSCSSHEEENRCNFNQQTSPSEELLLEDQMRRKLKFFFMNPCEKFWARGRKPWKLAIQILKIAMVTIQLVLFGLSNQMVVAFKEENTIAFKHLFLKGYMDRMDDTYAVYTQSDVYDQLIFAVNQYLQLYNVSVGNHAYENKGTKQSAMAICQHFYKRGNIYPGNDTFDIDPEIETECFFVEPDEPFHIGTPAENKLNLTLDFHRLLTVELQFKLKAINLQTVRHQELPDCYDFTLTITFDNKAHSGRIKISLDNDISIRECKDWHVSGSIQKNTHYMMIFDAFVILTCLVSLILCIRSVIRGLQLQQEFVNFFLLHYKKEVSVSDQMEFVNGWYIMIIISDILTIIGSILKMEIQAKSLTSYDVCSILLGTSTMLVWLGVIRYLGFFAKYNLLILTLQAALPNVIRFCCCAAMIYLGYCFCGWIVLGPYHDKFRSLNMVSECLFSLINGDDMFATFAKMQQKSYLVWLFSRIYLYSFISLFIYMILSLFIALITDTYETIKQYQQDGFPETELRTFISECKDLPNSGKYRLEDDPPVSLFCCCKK
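Test system: HEK293 cells stably carrying human TRPML3-YFP; Doses: single dose, 3 µM final nominal compound, 0.3% DMSO final; Schedule: dye loading 1 h 37 °C then 30 min ambient, 125 s read; Technique: Fluo-8 calcium fluorescence; Benchmarks: high control carbachol 87 µM, low control DMSO.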
NPY-Y1 PAM-ag: human NPY-Y1 potentiation or agonism, primary screen | activation, % at 3.6 µM | P25929 | hit rate 0.37% among 220,000 | NPY-Y1 expressing cells, potentiator/agonist activation; in the data active = activation above about 33%, passing the limit was not always enough;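 note: cells stimulated with NPY at EC10 then isoproterenol at EC100; 0% = low agonist plus stimulus and 100% = saturating agonist plus stimulus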
S1P4 antag: human S1P4 receptor antagonism. AID 1510. hit rate 0.26% among 220,000. inhibition, % at 4.98 µM. O95977. S1P4-expressing cells, antagonist mode, reporter read-out; in the data active = inhibition above about 29%;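 note: 0% = wells stimulated with agonist and 100% = vehicle wells without agonist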
NPY2 pot ag: potentiators or agonists of human neuropeptide Y receptor Y2; P49146; cells expressing NPY-Y2, potentiator/agonist read-out; activation, % at 3.6 µM; hit rate 0.45% among 220,000; in the data active = activation above about 27%;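 note: cells stimulated with NPY near EC25 plus isoproterenol at EC100; 0% = vehicle plus submaximal agonist and 100% = vehicle plus saturating agonist; some results beyond the cut were filed as inactive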
NPY-Y1 antag: NPY-Y1 (human) receptor antagonism. P25929. HEK293-CNG Y1 cells, membrane potential fluorescence; NPY at EC95, then isoproterenol. inhibition, % at 3.6 µM. hit rate 1% among 200,000. AID 1040;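 active = inhibition above the campaign mean inhibition of all tested compounds plus 3 SD, cut at about 20% in these data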;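 note: 0% = DMSO wells given NPY plus isoproterenol and 100% = isoproterenol alone without NPY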
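Material: Y1- and CNG-channel-expressing HEK293 cells / Probe or stimulus: NPY 25 nM then isoproterenol 1 µM plus Ro 20-1724 25 µM / Doses: 3.6 µM single dose, DMSO 0.4% / Schedule: compound incubation 1 h at room temperature, readout 45 min post-stimulation / Signal: membrane potential fluorescence / Benchmarks: isoproterenol-only wells as full block versus NPY-plus-isoproterenol wells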
* = called active by the depositor; nt = no result given; & = joins results of further samples.

SMILES	EP2 modulator	TRPN1 ag	S1P4 agonist	CHOP inh	TRPML3 ag	NPY-Y1 PAM-ag	S1P4 antag	NPY2 pot ag	NPY-Y1 antag
Cc1cccc(/C=N\NC(=O)c2sccc2-n2cccc2)c1	-16.5	-0.8	-0.6	16.5	-0.8	14.9	3.4	-17.9	1.0
Clc1cc(Br)ccc1OCCn1ccnc1	1.4	-0.3	2.5	-10.8	0.4	12.9	-41.0	15.3	2.6
CC1(C(=O)O)Oc2cccnc2NC1=O (configuration not stated)	8.4	0.8	0.4	19.1	0.2	-1.0	-13.2	2.7	4.8
COc1ccc(/C=C2\SC(=S)N(N3C(=O)CCC3=O)C2=O)cc1O	-35.8	0.9	0.9	23.4	-0.2	-9.5	-14.7	-1.0	-4.8
C=CCNC(=O)c1ccc(S(=O)(=O)CC)c(Cl)c1Cl	14.1	0.9	0.4	3.0	1.2	1.2	-5.5	13.2	3.4
C=CCn1c(=NC(=O)c2sc3ccccc3c2Cl)sc2cc(S(N)(=O)=O)ccc21	25.2	0.9	0.9	82.0*	0.9	-20.6	-13.2	7.4	-6.7
COc1ccc(OCC(=O)Nc2ccc3c(c2)nc2n3CCSC2)cc1	-15.9	1.1	-1.9	23.4	0.9	-6.0	-3.1	13.3	-2.3
S=c1nc[nH]c2c1ncn2C1CCCC1	5.1	-0.1	-0.8	-4.8	0.5	-0.6	7.6	-2.5	nt
O=C(NCCc1ccccn1)c1ccc(S(=O)(=O)N2CCCCCC2)cc1	5.4	1.2	0.0	2.2	1.7	14.2	-9.2	-11.0	3.5
COc1ccc(Cl)cc1-n1c(C)cc(C=O)c1C	27.2	-1.9	-0.5	2.1	-0.2	-17.2	-5.8	-18.3	1.6
CC(C)COC(=O)C(N)C(C(=O)OCC(C)C)c1ccccc1 (configuration not stated)	13.3	-0.7	4.2	25.1	-0.5	-16.1	-22.5	2.9	6.8
COC(=O)c1sccc1NC(=O)CC1C(=O)NCCN1C(=O)c1ccccc1 (configuration not stated)	-0.8	0.9	-0.4	6.0	0.3	-2.1	-12.3	-10.2	nt
Cc1cccc2[nH]c(SCC(=O)O)nc12	21.6	1.7	-1.0	9.2	0.9	-4.0	-3.3	1.6	-1.5
Cc1cc(NC(=O)COC(=O)[C@@H](NS(=O)(=O)c2ccccc2)C(C)C)no1	3.5	0.6	1.4	12.8	0.2	18.2	-2.6	9.1	-4.8
Cc1ccc(C)c(N2CCN(CC3CC=CCC3)CC2)c1 (configuration not stated)	47.7	-1.7	0.8	71.8*	-0.8	-29.5	-7.8	-16.5	14.7
CCOc1ccc(CNC(=O)CCc2cn(Cc3ccccc3)c3ccccc23)cc1	-17.4	-1.0	0.5	12.1	-0.3	-10.6	21.6	8.3	-4.1
COc1cccc2c(SCC(=O)N/N=C/c3ccc(O)cc3O)cc(C)nc12	-53.8	0.0	0.3	23.1	0.2	-5.8	-23.4	-11.1	3.4
CNc1c(N=Cc2cccnc2)c(=O)n(C)c(=O)n1C	32.6	0.8	-0.1	19.4	0.4	-1.9	-12.7	7.6	-1.2
O=C(NCc1ccc2c(c1)OCO2)c1ccc2c(c1)N(Cc1c(F)cccc1Cl)C(=O)CS2	-11.4	-0.5	-0.4	38.2	-0.3	5.1	-10.4	-2.5	7.6
Cc1cc(/C=N/n2cnnc2)c(C)n1-c1cccc(C(=O)O)c1	16.0	1.1	2.4	17.1	1.1	0.5	-10.0	-21.6	2.2
COC(=O)c1c(NC(=O)c2cccnc2)sc(C)c1C	33.4	-1.1	-3.7	-1.9	0.0	-3.9	-0.3	-11.2	-0.7
Cc1ccnc(NC(=O)Cc2ccc(F)cc2)n1	9.9	0.2	-2.1	-13.8	0.2	-7.6	5.5	-17.8	nt
CC(=O)c1c(C)nc(-c2ccc(Cl)cc2)nc1N	-16.9	0.8	-1.5	-9.5	0.3	88.2*	-13.2	-10.3	-1.9
c1ccc(-c2nnc(-c3ccccn3)nc2NC2CCCCC2)cc1	15.8	0.1	0.5	nt	-0.4	1.0	6.2	0.8	-2.1
Cc1ccc(Oc2ncnc(N)c2[N+](=O)[O-])cc1C	-22.2	-1.5	0.5	29.6	0.2	-1.9	-1.1	0.0	0.6
O=C(Cc1ccccc1)c1nc2ccccc2s1	25.2	-1.2	4.6	-1.0	-0.2	-1.0	-5.2	1.4	8.5
CCOc1cc(CN2CCOCC2)cc(C(C)=O)c1	19.1	-0.1	0.7	1.0	0.3	1.0	0.0	28.1	-3.2
Cc1ncoc1C(=O)N1CCCC(C(=O)c2cccc(C(F)(F)F)c2)C1 (configuration not stated)	-12.8	0.3	1.0	19.5	0.5	9.9	-15.5	7.9	-0.6
CCN(CC)C(=S)SSC(=S)N(CC)CC	-35.9&-27.1&-39.3	0.0	-0.7	1.3&-172.2	-0.3	0.7	10.1	4.7	3.7
Cc1cc(NC(=O)CCCn2cc([N+](=O)[O-])cn2)n(Cc2ccc(F)cc2)n1	-18.8	2.8	-0.1	24.1	1.7	18.3	9.6	6.7	-2.2
O=C(CSCc1cccc(Br)c1)NC1CC1	14.4	3.3	0.7	9.0	0.3	13.3	6.1	2.9	-1.2
Cc1ccc(-c2cc(NC(=O)CSc3n[nH]c(N)n3)n(-c3ccccc3)n2)cc1	-43.8	0.8	-0.5	16.9	0.4	1.6	3.3	10.0	-1.7
CCC(C)C(=O)Nc1nc2ccc(S(C)(=O)=O)cc2s1 (configuration not stated)	-7.5&-29.1	1.0	-0.5	13.0	1.5	-3.7	-0.2	1.9	-0.5
O=C(C1CCN(S(=O)(=O)c2ccc(F)cc2)CC1)N1CCOCC1	4.6	0.4	-0.7	-18.3	0.9	-8.4	-4.5	5.4	-0.8
O=C(NNc1nc(Nc2ccccc2)nc(N2CCOCC2)n1)Nc1ccc(Cl)cc1	25.6	-1.9	1.9	95.1*	0.0	16.1	-8.4	6.9	1.1
COc1ccc(-c2cn3cccc(C)c3n2)cc1F	-41.6	-1.5	-1.0	-29.8	-0.7	-4.3	-11.2	-17.8	5.7
Cc1ccc(C(=O)CC2(O)C(=O)N(CN3CCOCC3)c3ccccc32)cc1 (configuration not stated)	3.1	0.8	2.5	18.0	0.1	-27.9	-6.7	7.3	-3.0
CCOCCCNC(=O)C(NC(=O)c1ccccc1O)c1ccccc1 (configuration not stated)	4.6	-0.8	1.1	-0.3	0.5	7.6	3.4	-8.2	1.5
CCCNC(=O)COc1cccc(C(=O)NCc2ccccc2)c1	13.7	-0.7	0.7	30.3	0.8	-6.8	-6.7	-7.3	2.1
CCOc1ccc(CC(=O)N2N=C(C)CC2(O)C(F)(F)F)cc1 (configuration not stated)	-20.4	1.4	-0.9	-10.2	1.2	-9.2	-3.3	-18.9	-1.2
CCOc1ccc(CCNC(=O)Cn2c(=O)oc3ccccc32)cc1OCC	41.3	-0.7	-3.1	0.3	0.2	-6.7	6.4	0.1	1.1
COc1ccc(/C=C2\CCCC3C2=NN(C(=O)COC(=O)CNC(=O)c2ccccc2)C3c2ccc(OC)cc2)cc1 (configuration not stated)	29.2	-0.7	-2.4	35.4	0.3	-19.8	16.8	0.9	3.6
Cc1cc(C)c2c(CN3CCN(Cc4ccc5c(c4)OCO5)CC3)cc(=O)oc2c1	10.9	0.0	2.3	33.6	0.0	-51.8	4.9	-21.6	19.2
Cc1cccn2c(=O)c3cc(C#N)c(=NC(=O)c4cccs4)n(CC(C)C)c3nc12	9.8	1.9	0.9	-5.7	0.2	5.0	-7.2	2.4	nt
O=C(Nc1ccc(Cl)cc1Cl)C1CCC(=O)N1Cc1ccccc1Cl (configuration not stated)	27.5	-1.9	1.1	-3.8	-1.3	10.0	-7.3	-2.7	-5.3
Clc1ccc(/C=C/c2nc(Cl)c(-c3ccc(Cl)cc3)c(Cl)n2)cc1	18.0&8.8	0.0	1.0	18.1	0.4	3.1	-4.6	-3.1	nt
Cc1cc(C(=O)NNc2ccc(C(C)C)cc2)n(C(C)(C)C)n1	-0.1	0.4	1.6	11.8	0.5	14.6	8.7	-1.3	nt
CCc1ccccc1N1C(=O)C2CC=CCC2C1=O (configuration not stated)	26.1	-0.4	1.3	-9.1	0.3	-19.6	-7.4	3.6	7.5
O=C(c1ccc2ccccc2c1)C1CCCN(C(=O)CN2C(=O)CSC2=O)C1 (configuration not stated)	-0.7	-1.3	-0.1	23.9	0.1	12.8	-9.7	-13.3	-3.5
CC(=O)Nc1ccc(-c2csc(NNC(=O)c3ccc(C)cc3)n2)cc1	-39.4	-0.6	0.8	6.1	0.5	6.5	-13.0	2.1	-6.8

(listing goes on)
SMILES	EP2 modulator	TRPN1 ag	S1P4 agonist	CHOP inh	TRPML3 ag	NPY-Y1 PAM-ag	S1P4 antag	NPY2 pot ag	NPY-Y1 antag
COc1ccc(NC(=O)CSc2nc(O)cc(=O)n2C)cc1	-6.4	-0.4	-2.7	22.1	0.4	-6.6	-15.7	8.6	9.8
O=C(CN1C(=O)CSc2ccccc21)Nc1ccc2c(c1)OCCO2	-15.3	-0.3	5.0	7.2	0.5	18.8	-1.8	10.9	3.0
Cc1nn(C(=O)c2ccc3c(c2)OCO3)c(N)c1-c1ccccc1	2.5	1.1	1.0	46.7	1.0	21.2	-3.2	23.0	0.8
Cc1c(/C=N/NC(=O)CNc2ccccc2)c2ccccn2c1C(=O)c1ccncc1	-15.9	2.2	0.1	-4.7	0.1	-21.1	4.2	4.4	-2.7
COc1ccc(NC(=O)NCCCN2CCC(Cc3ccccc3)CC2)cc1	-25.9	0.9	0.4	-0.5	0.6	-7.8	-1.3	-10.2	nt
Cc1ccc(NC(=O)CSc2nnc(C3CCCCC3)n2N)cc1F	-16.8	-1.2	-2.0	37.5	-0.8	18.9	1.4	4.7	-4.5
CN(Cc1nc(-c2cccnc2)no1)S(=O)(=O)c1ccccc1	-3.5	0.8	2.0	-1.3	1.2	9.1	-10.7	16.8	-2.6
COc1ccccc1NC(=O)CCSc1nnc(-c2ccncc2)o1	14.2	-0.4	1.2	11.4	0.1	-6.2	-12.4	-2.7	-4.6
CS(=O)(=O)c1ccc(Cl)c(NC(=O)COC(=O)CNC(=O)c2ccc(Br)o2)c1	1.6	0.9	0.5	-11.3	0.0	0.4	-9.0	-7.9	5.5
COc1ccccc1NC(=O)C(=O)N/N=C(\C)CC(=O)Nc1ccc(OCc2ccccc2)cc1	28.9	-0.5	1.1	63.9	0.5	35.6	2.2	-3.0	-3.7
Nc1ccccc1Nc1ccccc1	22.9	-1.1	-1.6	16.6	3.0	38.0*	5.7	29.1	-7.7

Taken from above:
TRPN1 ag, `CC1(C(=O)O)Oc2cccnc2NC1=O` (configuration not stated) → 0.8
EP2 modulator, `O=C(c1ccc2ccccc2c1)C1CCCN(C(=O)CN2C(=O)CSC2=O)C1` (configuration not stated) → -0.7

Bioassay records as filed in PubChem BioAssay.
